Bioassay records as filed in PubChem.
APOBEC3A inh: blocks human APOBEC3A ssDNA deamination. recombinant A3A, FAM/TAMRA ssDNA deamination fluorescence. 330,000 compounds, 0.41% hits. P31941. inhibition, % at 20 µM. AID 493011;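 active = at least 40% inhibition at 20 µM here, with at most 30% in a related deaminase screen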;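 note: plate controls were A3A with DMSO for no effect and wells lacking A3A enzyme for full effect; some results filed as inactive read as strong as hits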
Target sequence (P31941 whole entry, looked up): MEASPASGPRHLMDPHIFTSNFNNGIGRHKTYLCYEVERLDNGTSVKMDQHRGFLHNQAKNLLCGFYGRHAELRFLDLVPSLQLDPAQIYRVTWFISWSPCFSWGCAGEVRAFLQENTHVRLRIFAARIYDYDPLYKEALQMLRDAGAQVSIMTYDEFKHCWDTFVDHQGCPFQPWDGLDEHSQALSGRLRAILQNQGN
A3G deaminase: APOBEC3G (human) deaminase inhibition; Q9HC16; recombinant A3G, ssDNA deamination FAM/TAMRA fluorescence; inhibition, % at 20 µM; 330,000 compounds, 0.28% hits; AID 493012;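 active = inhibition of at least 40% at 20 µM, with no more than 30% in the related APOBEC3A deaminase screen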;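 note: plate controls were DMSO wells with A3G for no effect and wells lacking A3G enzyme for full effect; some compounds called inactive have numbers as strong as hits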
Target sequence (Q9HC16 whole entry, looked up): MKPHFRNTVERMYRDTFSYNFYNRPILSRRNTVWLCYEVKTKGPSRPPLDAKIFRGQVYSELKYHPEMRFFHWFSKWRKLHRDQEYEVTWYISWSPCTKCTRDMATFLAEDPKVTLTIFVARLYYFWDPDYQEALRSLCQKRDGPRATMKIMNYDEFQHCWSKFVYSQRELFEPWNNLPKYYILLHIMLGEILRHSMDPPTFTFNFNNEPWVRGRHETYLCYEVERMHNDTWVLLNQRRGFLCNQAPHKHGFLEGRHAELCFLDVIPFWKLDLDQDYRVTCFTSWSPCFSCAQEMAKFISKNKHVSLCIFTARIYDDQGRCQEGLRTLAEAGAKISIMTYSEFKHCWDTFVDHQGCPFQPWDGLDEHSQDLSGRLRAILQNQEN
An asterisk follows results filed as active. Only part of the results is shown; the hit share may differ from the screen's.

Every second line gives: APOBEC3A inh	A3G deaminase
1) Cc1ccc(CNC(=O)CC2Nc3c4ccccc4nc(=S)n3C2=O)cc1 (stereo not drawn)
    -1	-4
2) CCN=C1S/C(=C\c2ccc(OC)c(OCC)c2)C(=O)N1CC
    8	0
3) Cc1ccc(-c2csc(N3N=C(c4ccccc4)/C(=C\c4ccc(N(C)C)cc4)C3=O)n2)cc1
    0	0
4) O=C(O)c1ccccc1/C=N/Nc1nc(N2CCCCC2)nc(N2CCCCC2)n1
    -2	-9
5) CC1CCC(NC(=O)c2ccc(NC(=O)c3ccc(=O)[nH]c3)cc2)CC1 (stereo not drawn)
    -1	-8
6) CCOc1ccc(N2C(=O)CN(O)C=C3N=c4ccccc4=C32)cc1
    0	-8
7) CCCc1nc2sc3c(=O)n(N)cnc3c2c2c1COC(C)(C)C2
    0	-2
8) Cc1ccnc(NC(=O)CSc2nnc3c(n2)[nH]c2ccccc23)c1
    3	-2
9) O=C1C(=O)N(CCCN2CCOCC2)C(c2cccs2)/C1=C(/O)c1ccc2c(c1)OCO2 (stereo not drawn)
    -4	-6
10) C#CCOCCOCCOCCNc1nc(N2CCN(C(=O)[C@H]([C@@H](C)CC)n3cc(CCCN=C(N)N)nn3)CC2)nc(N2CCN(C(=O)[C@H]([C@@H](C)CC)n3cc(CCCN=C(N)N)nn3)CC2)n1
    0	-5
11) CCOCCn1cnc2sc(C(=O)Nc3nc(C)c(C(=O)OCC)s3)c(C)c2c1=O
    -5	-4
12) CCOC(=O)C1=C(c2ccccc2)O/C(=C(/C#N)C(F)(F)F)S1
    0	-2
13) O=C(CSC(=S)N1CCOCC1)Nc1nc(=O)c2ccccc2s1
    1	1
14) Cc1ccc(-n2[nH]c(C)c(C=Nc3ccc(S(=O)(=O)Nc4nccs4)cc3)c2=O)c(C)c1
    -1	-5
15) COc1ccc(CNC(=O)C2CCC(CNc3nc(=S)[nH]c4ccccc34)CC2)cc1 (stereo not drawn)
    -11	-5
16) CCN1/C(=C/C=C/C=C/c2sc3ccccc3[n+]2CC)Sc2ccccc21
    38	24
17) N#C/C(=C/c1ccc(Br)o1)C(N)=S
    -1	-8
18) CC(=O)c1ccc(Nc2c3c(c(C#N)c4nc5ccccc5n24)CCC3)cc1
    5	2
19) COc1ccc(OC)c(Nc2nc(-c3sc(NC(=O)c4ccccc4)nc3C)cs2)c1
    -3	-10
20) O=C(O)c1cccc(-c2ccc(/C=N/n3cnc4sc5c(c4c3=O)CCCC5)o2)c1
    19	-1
21) CCc1ccc(CNC(=O)Cn2nc(-c3ccc(C)cc3)ccc2=O)cc1
    4	0
22) COc1ccc(C(=O)NCC(O)COc2ccc(C(C)(C)C)cc2)cc1[N+](=O)[O-] (stereo not drawn)
    0	0
23) S=C(NCCNCc1ccccc1)NC1CCCCC1
    -7	1
24) O=C(Nc1nc2c(s1)CCCC2)c1cc(-c2ccc3c(c2)OCO3)nc2ccccc12
    5	-2
25) CCCCCCN(C(=O)CCCCCN1C(=O)NC(c2ccc(C(C)(C)C)cc2)C(C(=O)OCc2ccccc2)=C1C)C(C(=O)NCCCC)c1ccc(OCC(=O)OC)c(C(=O)OC)c1 (stereo not drawn)
    1	-10
26) COc1ccc(S(=O)(=O)C(C#N)c2nc3ccccc3nc2N2CCC(C)CC2)cc1 (stereo not drawn)
    1	5
27) CCc1ccc(C(=O)CSC2=C(C#N)C(c3ccco3)C(C(C)=O)=C(C)N2)cc1 (stereo not drawn)
    4	-4
28) CC(=O)c1ccc(N2CCCC2)c(F)c1
    1	1
29) O=C(Nc1ccccc1Cl)Oc1ccc2ccccc2c1
    -3	-5
30) CCOC(=O)c1c(NC(=S)Nc2cc([N+](=O)[O-])ccc2OC)sc2c1CCCCC2
    0	-9
31) COc1ccc2c(c1)O[C@@H](c1cccc(C(F)(F)F)c1)[C@H](OC(=O)NCCc1ccc(OC)c(OC)c1)C2=O
    0	-6
32) COc1ccc(-n2c(=S)[nH]c3sc4c(c3c2=O)CCN(C)C4)cc1
    -2	-9
33) CCn1c(-c2cc(-c3ccc(C)c(C)c3)nc3ccccc23)n[nH]c1=S
    0	-5
34) O=C(N=C1c2ccccc2CN1c1ccc(F)c(Cl)c1)c1cccnc1Cl
    -3	-11
35) COc1c(N2CCNC(C)C2)c(F)cc2c(=O)c(C(=O)O)cn(C3CC3)c12 (stereo not drawn)
    6	-2
36) CCCOc1ccc(-c2nc(-c3ccc(N)cc3)cs2)cc1
    -2	-3
37) O=C(O)c1ccc2c(c1Sc1ccccc1)C(=O)c1ccccc1C2=O
    0	-4
38) CCCC(=O)Nc1cc(C)c(NC(=O)Cc2ccccc2)cn1
    -6	-5
39) CC(OC(=O)c1ccc(Cl)c(S(=O)(=O)N2CCCC2)c1)C(=O)NC1CCCCC1C (stereo not drawn)
    3	-1
40) O=C(CN1C(=O)NC(c2ccccc2)(c2ccccc2)C1=O)c1c[nH]c2ccccc12
    5	-1
41) COc1ccc(O)c(C(=O)CC(=O)c2ccccc2)c1
    0	-3
42) NC(=O)Cn1nc2sc3ccccc3n2c(=O)c1=O
    -2	-6
43) CCOC(=O)c1sc(NC(=O)CCN2CC(C)OC(C)C2)c(C(=O)OCC)c1C (stereo not drawn)
    -1	0
44) C#CCOCCOCCOCCNc1nc(N2CCN(C(=O)[C@H](CCC(=O)O)n3cc(C(N)CO)nn3)CC2)nc(N2CCN(C(=O)[C@H](CCCCN)n3cc(C(N)[C@H](C)CC)nn3)CC2)n1 (stereo partly drawn)
    -3	-8
45) COc1ccc(-c2nn(-c3ccccc3)cc2/C=N/Nc2ccccn2)cc1
    -2	-5
46) Cn1cnc2c1c(=O)[nH]c(=O)n2C
    -1	-7
47) Cc1ccc2c(Cn3cc(C(F)(F)F)cc(Cl)c3=O)cc(=O)oc2c1
    -3	-4
48) COc1cc(C(=O)N(C)c2nnc(-c3cccnc3)s2)cc(OC)c1OC
    0	2
49) Cc1c(Cl)ccc2c(C(=O)NC(C)c3ccncc3)cc(-c3ccncc3)nc12 (stereo not drawn)
    3	-2
50) C[C@@H]1NC(=O)[C@H](CCCN=C(N)N)NC(=O)c2cc([N+](=O)[O-])cc(I)c2OCC[C@@H](C(=O)NC(CC(=O)O)C(N)=O)NC1=O (stereo partly drawn)
    0	-11
51) N=C(N)N1CCc2ccccc2C1
    -4	-7
52) O=C(Cc1ccccc1)c1c[nH]c(C(=O)NCCCn2ccnc2)c1
    5	-6
53) C[C@H](NC(=O)c1nc[nH]c1C(=O)NC1CCNCC1)C(=O)OCc1ccccc1
    -6	-9
54) COc1ccc([N+](=O)[O-])cc1NS(=O)(=O)c1ccc(Cl)c(C(=O)Nc2sc3c(c2C#N)CCCCC3)c1
    -8	-5
55) COc1ccccc1-c1n[nH]c(=S)n1Cc1ccco1
    -3	23
56) Cc1ccc(/C=N/n2c(C)nc3ccccc3c2=O)s1
    5	-6
57) CC(C)COc1ncnc2c1sc1nc3c(cc12)COC(C)(C)C3
    -2	-4
58) CC(=O)O[C@H]1C[C@@H]2CC[C@@H]3[C@H](CC[C@@]4(C)[C@H]3C[C@H]([N+]3(C)CCCCC3)[C@@H]4OC(C)=O)[C@@]2(C)C[C@@H]1N1CCCCC1
    1	-8
59) CCOC(=O)c1cnc2c(C)c(Cl)ccc2c1Nc1ccc(S(=O)(=O)Nc2ncccn2)cc1
    0	-3
60) CCCOc1ccc(C(=O)CCC(=O)OCC(=O)Nc2ccc(Oc3ccccc3)cc2)cc1
    -5	-4

Continuation.
Every second line gives: APOBEC3A inh	A3G deaminase
61) CCCOc1cc(C)c(S(=O)(=O)N2CCOCC2)cc1C
    -2	-5
62) CCOC(=O)c1c(NC(=O)CSc2nnc(C)c(=O)[nH]2)sc(C)c1C
    -4	-6
63) CN1C(=S)SC(N2OC3C(=O)N(c4ccccc4)C(=O)C3C2c2ccccc2)C1(C)C (stereo not drawn)
    -1	0
64) COc1cccc(C2NC(=O)N(CCCC(=O)O)C(C)=C2C(=O)OCc2ccccc2)c1 (stereo not drawn)
    0	12
65) O=C(O)CCc1nc(-c2ccccc2)c(-c2ccccc2)o1
    -2	-7
66) CSc1nc(NCc2ccco2)c2c3c(sc2n1)CN(C)CC3
    8	4
67) Nc1nc(SCC(=O)NCCc2ccccc2)[nH]c(=O)c1-c1ccccc1
    0	-5
68) Cc1ccc2nc3n(c(=O)c2c1)-c1cc(Cl)ccc1C(=O)NC3Cc1ccc(O)cc1 (stereo not drawn)
    2	1
69) COc1cc2c(cc1NC(=O)COC(=O)c1ccccc1)oc1ccccc12
    -6	-6
70) CC(=O)Nc1ccc([C@H]2[C@H](C)CC[C@H]3C(=O)N4[C@@H](CC[C@@H](C)[C@@H]4c4ccc(NC(C)=O)cc4)C(=O)N32)cc1
    -2	-5
71) COc1ccc(-c2nn(C)c(=O)c3ccccc23)cc1CNC(=O)NC1CCCCC1
    -5	-6
72) CN=c1scc(-c2ccccc2Br)n1/N=C/c1ccc[nH]1
    -2	-8
73) O=C(CSCc1ccc(Cl)cc1)c1ccco1
    -1	-4
74) CC1(C)CC2(CC(c3ccccc3)Oc3cc(O)ccc32)NC(=O)N1 (stereo not drawn)
    0	-4
75) CCCCCCn1c(COc2ccccc2F)nnc1SCC(=O)c1c(N)n(C)c(=O)n(C)c1=O
    -4	-6
76) COc1ccc(C2=NC(c3ccccc3)CO2)cc1 (stereo not drawn)
    -1	-7
77) Cc1cc(-c2ccc(N=Nc3c(S(=O)(=O)O)cc4cc(S(=O)(=O)O)cc(N)c4c3O)c(C)c2)ccc1N=Nc1c(S(=O)(=O)O)cc2cc(S(=O)(=O)O)cc(N)c2c1O
    102	92
78) CCOc1cc(CNc2ccccc2SC)ccc1O
    -3	-7
79) Cc1ccc2oc(-c3cccc(NC(=O)Cn4cnc5c(=O)n(C)c(=O)n(C)c54)c3)nc2c1
    13	2
80) COc1ccc2nc(NC3=NC(C(=O)Nc4ccc(C)cc4)CC(=O)N3)nc(C)c2c1 (stereo not drawn)
    1	-3
81) CCOC(=O)c1sc(Nc2cccc(C)c2C)nc1C
    0	-2
82) Cn1cc(/C=C(\C#N)C(=O)Nc2ncc(Cc3cccc(Cl)c3)s2)c2ccccc21
    1	-1
83) CCOC(=O)c1ccc(N2NC(=O)/C(=C/c3ccc(OC(=O)c4ccco4)c(OC)c3)C2=O)cc1
    7	-1
84) Cc1cccc2c1[nH]c1nc(N/N=C\c3ccco3)nnc12
    4	5
85) Cc1cc(Nc2cccc(O)c2)c2ccccc2n1
    3	1
86) CCc1ccc(NC(=O)Cc2ccc(OC)cc2)cc1
    0	32
87) Cc1ccc(S(=O)(=O)c2nc(C)oc2NCc2ccccc2)cc1
    0	-3
88) CC(C)CC(=O)O/N=C1\C(=O)N(Cc2ccc(Cl)cc2)c2ccc([N+](=O)[O-])cc21
    0	1
89) COc1ccc(NC(=O)c2ccc(=O)[nH]c2)cc1S(=O)(=O)N1CCCCC1
    2	-1
90) C[C@@H]1C=CC(=O)O[C@@H]1c1ccc(C(F)(F)F)cc1
    0	-2
91) O=C(Nc1ccnc(-c2cccnc2)n1)c1ccc(F)cc1
    -4	-3
92) CCCCN(C)S(=O)(=O)c1ccc(C(=O)Nc2nnc(-c3cccs3)o2)cc1
    3	-3
93) CCCCOC1(c2ccccc2)NC(=S)NN=C1c1ccccc1 (stereo not drawn)
    -3	-8
94) COc1cc(CCN2C(=O)N[C@@H](c3cccc(C(F)(F)F)c3)C(C(C)=O)=C2C)cc(OC)c1OC
    -4	-8
95) O=C(Nc1ccc(Cl)cc1C(=O)N1CCOCC1)c1cccc([N+](=O)[O-])c1
    -4	-4
96) CC(C)(C)c1cc(CN2CCCCC2)cc(C(C)(C)C)c1O
    -3	-3
97) CCOc1ccc(CCNC(=O)COC(=O)c2cc(OC)c(OC)c(OC)c2)cc1OCC
    4	0
98) Cc1nc(SCC(=O)Nc2ccccc2C(F)(F)F)c(C#N)c(C)c1CC(=O)c1ccc(Br)cc1
    -20	-2
99) O=C(Nc1cccnc1Cl)c1cccc(F)c1
    2	2
100) CCOC(=O)c1ccc(NC(=O)Nc2ncc(Cl)cc2Cl)cc1
    -1	-7
101) CCOC(=O)c1cc2c(=O)n3ccccc3nc2n(CCCOC)c1=NC(=O)c1cccnc1
    4	1
102) Cc1ccc(-n2c(-c3cn(C)nc3C)n[nH]c2=S)cc1
    -2	25
103) O=C(CN1N=C(c2ccccc2)CCC1=O)NCc1ccco1
    -5	-9
104) O=C1NC(Cc2ccccc2)c2nc3ccc(F)cc3c(=O)n2-c2ccccc21 (stereo not drawn)
    -2	-9
105) Cc1ccc(O)c(O)c1
    2	8
106) CCOC(=O)C1CCCN(c2cc(NCCCO)c([N+](=O)[O-])c3nonc23)C1 (stereo not drawn)
    2	2
107) Cc1nc2c(cnn2-c2ccc(Cl)cc2)c(=O)n1-c1ccc(N2CCC(C)CC2)cc1
    2	-6
108) COc1ccc2nc(N/C(N)=N/C(=S)Nc3ccc(C)c(C)c3)nc(C)c2c1
    5	4
109) COc1cc2cc(CN(Cc3cccs3)C(=S)Nc3cccc(C)c3)c(=O)[nH]c2cc1OC
    0	-4
110) O=C(NCc1ccccc1)C1CCCC1
    -7	7

Entries from the list above with a tert-butyl group, in the order listed:
Every second line gives: APOBEC3A inh	A3G deaminase
22) COc1ccc(C(=O)NCC(O)COc2ccc(C(C)(C)C)cc2)cc1[N+](=O)[O-] (stereo not drawn)
    0	0
25) CCCCCCN(C(=O)CCCCCN1C(=O)NC(c2ccc(C(C)(C)C)cc2)C(C(=O)OCc2ccccc2)=C1C)C(C(=O)NCCCC)c1ccc(OCC(=O)OC)c(C(=O)OC)c1 (stereo not drawn)
    1	-10
96) CC(C)(C)c1cc(CN2CCCCC2)cc(C(C)(C)C)c1O
    -3	-3
